Bioassay records (PubChem BioAssay)
Dynein cargo inh: inhibitors of GR-EGFP nuclear translocation, primary screen, dynein cargo transport inhibitor project, imaging, high-content, 3617.4 mouse cells; 0.47% of 220,000 active; z-score, hits read low; test concentration mostly 20 µM; stimulated with dexamethasone, 1 µM; stronger effect = lower value;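 active = plate z-score of nuclear minus cytoplasmic receptor signal below a set negative limit, without overly bright fluorescence or cell loss, cut at about -3.5 in these data, passing the limit was not always enough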;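 note: z-score of nuclear minus cytoplasmic ring GR-EGFP intensity difference per well; some compounds called inactive have numbers as strong as hits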
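Also added – dexamethasone, 1.0 µM final · Buffer or medium – tet-free, stripped-serum medium · Schedule – induction 48 h, compound 1 h, agonist 30 min · Detection – formaldehyde fixation, Hoechst nuclear stain, 10x automated fluorescence imaging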
MT stabilizer: microtubule stabilizers in HeLa cells, primary screen, imaging, high-content imaging; HeLa tubulin immunostaining HCS, 24 h; share of cells brighter than vehicle mean+2SD; % tubulin-high responders, % at 10 µM; 0.83% of 200,000 active;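 active = plate Z-score above 3 for both tubulin-high and condensed-nucleus cell shares, with cell loss under 80%, at 10 µM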;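 note: anti alpha tubulin signal scored within the nucleus-defined area of each cell; some results filed as inactive read as strong as hits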
M17LAP inhibition: P. falciparum M17LAP inhibitors, primary screen, biochemical, fluorogenic H-Leu-NHMec substrate, 1536-well (AID 1619). recombinant M17LAP, H-Leu-NHMec fluorogenic kinetic assay; higher % means a stronger effect. one-dose inhibition, % at 30 µM; IC50 in µM for titrated hits. 0.38% of 220,000 active;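 active = compound inhibiting the enzyme by more than half at any dose during confirmatory dose-response retesting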;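 note: plate controls were full reaction with DMSO carrier for no effect and no enzyme background for full effect; strong numbers were not always called active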
Autophagy HCS: autophagy modulators in MEF cells, primary screen, imaging, high-content, MEF GFP-LC3; MEF GFP-LC3 puncta imaging; test concentration mostly 10 µM; calls only at 10 µM (by protocol); 0.98% of 190,000 active; AID 463193, 2010;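 active = percentage of spot-positive cells more than 3 SD above its plate mean, without a fluorescence outlier flag or 80% toxicity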;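 note: spot-positive cell cutoff set from DMSO-treated cells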
ER stress rescue: rescue of cells from ER stress-induced death, primary screen, 384-well, CSM14.1, thapsigargin, ATP luminescence (AID 1222) | CSM14.1 thapsigargin-induced death rescue, ATP luminescence; higher % means a stronger effect | cellular ATP content (survival), % at 20 µM, or EC50 in µM where a hit was titrated | 190,000 tested, under 10 active;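 active = EC50 below 50 µM in the dose-response confirmation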;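 note: death triggered by thapsigargin at about 15 µM added after 2 h compound pretreatment; cell ATP read after overnight thapsigargin exposure of roughly 18 to 22 hours; normalized against plate controls of thapsigargin alone and 5% DMSO vehicle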
Hep lipid drop: inhibitors of hepatocyte lipid droplet formation, primary screen, imaging, high-throughput imaging, BODIPY stain | inhibition, % at 6.5 µM | AID 1656, 2009 | 0.4% of 240,000 active | AML12 mouse hepatocytes, oleate lipid droplets;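 active = lipid droplet intensity inhibited by at least 50%, with more than 500 cells counted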
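Assay system: AML12 hepatocytes (mouse) / Also added: 100 µM oleic acid challenge / Times: overnight treatment with compound plus oleate / Detection: high-content imaging of BODIPY-stained droplets and DAPI nuclei / Evaluation: % inhibition of lipid droplet signal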
Yfh1-depleted yeast: enhancers of respiration in Yfh1-depleted yeast, dose response, Friedreich's ataxia, plus single-dose screen (AID 1465); S. cerevisiae Yfh1-off respiration, WST-1 reduction, 72 h; higher fold induction means a stronger effect; 0.074% of 220,000 active; fold induction at 50 µM; hits with a dose series show EC50 in µM;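 active = fold induction of absorbance versus untreated yeast above a set limit, then at least 30% activation at any dose in follow-up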;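 note: activators that raise dye reduction in frataxin-depleted yeast; strong numbers were not always called active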
Insulin prom up: insulin promoter activators in MIN6 cells, imaging, high-content screening, mouse beta cells | MIN6 insulin promoter-GFP reporter; stronger effect = higher value | 0.3% of 190,000 active | z-score at 5 µM;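 active = z-score above 3 at 5 µM with at least 500 cells counted in the well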
P. falciparum M1AAP: P. falciparum M1AAP inhibitors, biochemical, fluorogenic H-Leu-NHMec substrate, 1536-well (AID 1445). one-dose inhibition, % at 30 µM; IC50 in µM for titrated hits. Aminopeptidase N (Plasmodium falciparum (isolate 3D7)). recombinant M1AAP, H-Leu-NHMec fluorogenic kinetic assay; higher % means a stronger effect. 0.42% of 220,000 active;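 active = primary inhibition above the hit cutoff, then over 50% inhibition at one or more dose response concentrations, cut at about 23% in these data, passing the limit was not always enough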;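 note: plate controls were DMSO full reaction for no effect and no enzyme background for full effect; strong numbers were not always called active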
Dynein cargo inh cytoplasmic EGFP: also measured in Dynein cargo inh; calls as there; z-score; measured here: cytoplasmic GR-EGFP intensity; stronger effect = higher value
Dynein cargo inh nuclear GR-EGFP: also measured in Dynein cargo inh; calls as there; z-score; measured here: nuclear GR-EGFP intensity;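 lower value marks the stronger effect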
Dynein cargo inh cell count: further read-out of Dynein cargo inh, marked with its call; z-score; measured here: cell count per field
Insulin prom up cell count: second read-out of Insulin prom up, no call of its own (marks repeat the call); cell count; measured here: cytotoxicity, nuclei count;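 total cells summed across four imaged fields per well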
Hep lipid drop cells 6.5 µM: second read-out of Hep lipid drop, no call of its own (marks repeat the call); cell count; measured here: cell count, cytotoxicity flag;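 cells counted across two imaged fields per well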
MT stabilizer Hoechst-high %: also measured in MT stabilizer; calls as there; % Hoechst-high responders; measured here: nuclear condensation Hoechst responders;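 share of cells brighter than vehicle mean plus two SD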
MT stabilizer cytotoxicity %: further read-out of MT stabilizer, marked with its call; toxicity, %; measured here: cytotoxicity by cell density;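 0% = mean cell density of plate MIN control wells and 100% = no cells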
Autophagy HCS cell loss 18 h: further read-out of Autophagy HCS, marked with its call; toxicity, %; measured here: cell loss, nuclei count;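 cell loss after 18 h compound exposure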
* hit, by the source's call; i = inactive; / = not tested or not shown. An unsorted share of the library. About 3.5% of those tested had a hit in this group.

SMILES	Dynein cargo inh	Dynein cargo inh cytoplasmic EGFP	Dynein cargo inh nuclear GR-EGFP	Dynein cargo inh cell count	MT stabilizer	MT stabilizer Hoechst-high %	MT stabilizer cytotoxicity %	M17LAP inhibition	Autophagy HCS	Autophagy HCS cell loss 18 h	ER stress rescue	Hep lipid drop	Hep lipid drop cells 6.5 µM	Yfh1-depleted yeast	Insulin prom up	Insulin prom up cell count	P. falciparum M1AAP
CCOC(=O)/C(C#N)=C/c1ccc(OC)c(OC)c1	2.5	-0.094	0.78	-1.1	2.8	1.3	2.0	12%	i	-4	-0.5%	-8	773	i	-0.33	1197	7%
O=C1c2ccccc2C(O)N1Cc1ccccc1 (centres undefined)	0.38	-0.094	0.24	1	3.8	2.8	6.4	5%	i	7	-2.8%	-3	584	i	0.76	1895	3%
Cc1cccc(N(Cc2ccc(Cl)cc2)S(C)(=O)=O)c1	-0.2	-0.27	-0.098	0.44	1.3	2.0	7.8	0%	i	-43	-2.0%	27	678	i	0.49	1592	4%
Cc1ccc(S(=O)(=O)NCc2cn3c(C)csc3n2)cc1	0.085	-0.2	0.15	0.045	2.2	2.1	11	0%	i	-6	-1.2%	8	813	i	-0.66	930	1%
C=CCn1c(SCC)nc(O)cc1=O	-0.73	-0.24	-0.5	0.82	3.2	1.8	3.1	-2%	i	3	-1.0%	2	826	i	-0.9	832	6%
CCCCc1nc2ccccc2c(C(=O)O)c1C	-0.31	0.2	0.25	0.24	6.6	1.3	9.1	-8%	i	7	3.6%	/	/	i	0.8	820	12%
CC(C)n1nc(C(=O)OCn2nnc3ccccc3c2=O)c2ccccc2c1=O	0.31	-0.18	0.046	-0.52	2.9	2.7	2.1	-2%	i	1	0.3%	-36	545	i	-0.24	1452	11%
O=C(NC1CCCCC1)Oc1cccc2ccccc12	-0.63	-0.19	-0.16	-0.19	1.9	2.2	5.2	-4%	i	11	-1.5%	4	698	i	-0.67	1609	2%
COc1ccc(CCNC(=O)c2cnc3n(c2=O)CCS3)cc1OC	0.01	-0.21	0.67	-0.69	2.1	2.1	6.0	17%	i	2	1.3%	11	774	i	-0.38	1209	5%
COC(=O)C1=C(C)NC(C)=C(C(=O)OC)C1C(=O)OCC(=O)N1c2ccccc2CC1C (centres undefined)	-0.86	0.044	-0.14	0.57	1.7	1.6	9.0	-3%	i	-16	2.6%	-12	740	i	0.17	793	7%
CCOc1ccc2[nH]c(=O)c(=O)[nH]c2c1	1.4	-0.14	1	-1.2	3.1	3.0	9.2	17%	i	-1	-2.6%	1	753	i	0.64	1300	3%
Cc1ccc(NC(=O)COc2ncnc3cc([N+](=O)[O-])ccc23)cc1S(=O)(=O)N1CCOCC1	-1	-0.26	-0.6	1.9	/	/	/	-4%	/	/	/	-4	631	i	0.24	1308	2%
CCc1cc(C(c2ccncc2)N2CCN(C)CC2)c(NC(=O)c2ccccc2)s1 (centres undefined)	-0.38	-0.23	-0.35	-0.22	2.3	3.1	5.6	-4%	i	8	-3.4%	1	706	i	0.51	1372	10%
Cc1ccc(CCCOC(=O)C[N+]2(C)CCOCC2)cc1	0.045	-0.24	0.14	0.57	3.2	0.9	0.3	7%	i	-5	-1.5%	/	/	i	0.04	1356	14%
Cc1cc(C)cc(N(CC(=O)N2CCOCC2)S(=O)(=O)c2ccccc2)c1	-1.1	-0.27	-0.74	0.25	1.9	2.1	0.9	14%	i	-6	-1.5%	-44	731	i	/	/	1%
S=C(NNC(=S)NC1CC2C=CC1C2)NC1CC2C=CC1C2 (centres undefined)	-0.5	-0.094	-0.46	0.46	/	/	/	-4%	/	/	/	1	689	i	-1.4	1284	-3%
O=C(c1ccc(F)cc1)c1ccc(CN2C(=O)c3ccccc3C2=O)o1	-0.62	-0.24	0.018	1.2	5.9	1.9	7.2	-2%	i	31	-0.5%	-2	773	i	0.94	1584	2%
O=C(CC1NCCNC1=O)Nc1cccc([N+](=O)[O-])c1 (centres undefined)	-0.49	-0.25	-0.3	0.34	2.7	1.7	5.3	1%	i	-39	-0.1%	6	724	i	-1.6	1525	1%
COc1ccc(CCn2c(N)c(C(=O)NCc3ccco3)c3nc4ccccc4nc32)cc1OC	-0.077	-0.2	0.06	0.25	2.1	1.6	3.9	4%	i	-22	1.4%	/	/	i	0.26	1057	17%
N#Cc1c(/N=C/c2ccco2)sc2c1CCCCC2	-0.55	-0.18	-0.19	0.55	1.7	2.0	12	0%	i	43	-3.9%	/	/	i	-0.22	1168	14%
O=C(COC(=O)c1ccccn1)Nc1nccs1	-0.62	-0.17	0.02	1.1	2.5	1.4	6.7	-1%	i	13	0.3%	/	/	i	1.4	1648	5%
CC(C)NC(=O)CN1CCN(Cc2nc(-c3cccs3)no2)CC1	-0.088	-0.27	-0.24	0.38	2.7	1.8	6.0	-4%	i	16	0.9%	14	724	i	0.53	1433	-1%
CCOc1ccc(CC2S/C(=N/N=C/c3ccco3)NC2=O)cc1 (centres undefined)	-1	-0.26	-0.51	1.1	5.0	2.0	5.6	-4%	i	13	-7.0%	0	735	i	0.81	1258	8%
C/C(=N\NC(=O)c1csc(C)c1C)c1ccco1	0.36	-0.22	0.086	0.64	3.0	2.5	5.9	5%	i	-1	-3.1%	6	671	i	-0.03	1191	2%
Cc1ccnn1CCC(=O)N1CCCC(CCC(=O)N2CCN(c3ccccn3)CC2)C1 (centres undefined)	-0.044	-0.28	0.094	0.14	3.3	2.8	1.8	-7%	i	17	3.5%	8	686	i	-1.1	1484	3%
O=C(C1CC2CCC1C2)N1CCN(Cc2ccc3c(c2)OCO3)CC1 (centres undefined)	-0.15	-0.27	-0.053	0.51	3.0	2.4	12	-11%	i	5	-0.1%	-17	674	i	-0.82	1846	-10%
Cc1ccc(-n2nnnc2SCC(=O)c2cc(C)n(CC3CCCO3)c2C)cc1 (centres undefined)	/	/	/	/	/	/	/	5%	/	/	-0.8%	/	/	i	/	/	4%
COc1ccc([N+](=O)[O-])cc1NC(=O)Cn1ccsc1=N	1.2	-0.23	0.81	-1.4	3.2	2.8	7.5	14%	i	-18	-0.8%	15	701	i	-0.02	1412	8%
Cn1cccc1/C=C1/SC(=O)N(CC(=O)N2CCCC2)C1=O	0.11	-0.37	-0.048	1.1	1.7	2.1	10	-2%	i	4	-0.7%	8	693	i	0.69	1268	10%
CCCC(c1nnnn1CCc1ccccc1)N1CCN(C(=O)c2ccco2)CC1 (centres undefined)	-0.69	0.084	-0.26	-0.0098	1.4	1.5	11	11%	i	5	-2.9%	/	/	i	-0.18	1162	7%
CCn1cnc2sc(C(=O)Nc3ccccc3OC)c(C)c2c1=O	-0.74	-0.17	0.033	-0.15	/	/	/	1%	/	/	/	13	704	i	-0.27	1072	-4%
COC(=O)c1[nH]c2ccc(Cl)cc2c1NC(=O)CCN1CCN(C2CCCCC2)CC1	0.72	0.011	0.72	-1.8	5.3	2.4	3.0	13%	i	18	-1.1%	15	567	i	-0.44	1677	2%
O=C1CCCC(O)=C1N=Nc1cccc(S(=O)(=O)N2CCOCC2)c1	-0.053	-0.18	0.082	-0.75	/	/	/	31%	/	/	/	-5	667	i	0.61	1050	5%
c1ccc(C(c2nnnn2C2CCCC2)N2CCN(c3ccccc3)CC2)cc1 (centres undefined)	-0.23	-0.22	0.26	-0.19	1.9	1.9	4.4	8%	i	-1	1.8%	-25	722	i	/	/	5%
NC(=O)c1c(NC(=O)CN2CCOCC2)sc2c1CCC2	0.41	-0.2	-0.081	-0.2	1.5	1.5	4.4	8%	i	-5	3.3%	/	/	i	2	1233	7%
O=C(O)CCc1ccc(-c2cccs2)n1CCC(=O)O	0.0024	-0.24	0.25	-0.063	3.2	2.3	57	16%	i	4	-0.9%	/	/	i	-0.41	1139	9%

A draw from above in order of formula weight, falling:
SMILES	Dynein cargo inh	Dynein cargo inh cytoplasmic EGFP	Dynein cargo inh nuclear GR-EGFP	Dynein cargo inh cell count	MT stabilizer	MT stabilizer Hoechst-high %	MT stabilizer cytotoxicity %	M17LAP inhibition	Autophagy HCS	Autophagy HCS cell loss 18 h	ER stress rescue	Hep lipid drop	Hep lipid drop cells 6.5 µM	Yfh1-depleted yeast	Insulin prom up	Insulin prom up cell count	P. falciparum M1AAP
c1ccc(C(c2nnnn2C2CCCC2)N2CCN(c3ccccc3)CC2)cc1 (centres undefined)	-0.23	-0.22	0.26	-0.19	1.9	1.9	4.4	8%	i	-1	1.8%	-25	722	i	/	/	5%
CCn1cnc2sc(C(=O)Nc3ccccc3OC)c(C)c2c1=O	-0.74	-0.17	0.033	-0.15	/	/	/	1%	/	/	/	13	704	i	-0.27	1072	-4%
O=C(O)CCc1ccc(-c2cccs2)n1CCC(=O)O	0.0024	-0.24	0.25	-0.063	3.2	2.3	57	16%	i	4	-0.9%	/	/	i	-0.41	1139	9%
